F-actin modifier – cytoskeleton assembly modification; HUVEC TNFa F-actin phalloidin imaging, high content; inhibition, % at 2 µM; actives 0.18% (n = 91,000); AID 836;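 active means inhibition above the batch mean plus 3 SD and confirmed as a hit by visual image inspection, cut at about 30% in these data, passing the limit was not always enough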; further: strong numbers were not always called active
PTPN22 act – LYP (human) phosphatase activation. recombinant LYP, DiFMUP fluorescence; 0 = plate median, 100 = signal doubled. activation, % at 2 µM. actives 0.11% (n = 96,000). AID 697;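 active means activation at 2 µM above a set limit, the mean plus 5 SD, cut at about 37% in these data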
Target sequence (Q9Y2R2 whole entry, looked up): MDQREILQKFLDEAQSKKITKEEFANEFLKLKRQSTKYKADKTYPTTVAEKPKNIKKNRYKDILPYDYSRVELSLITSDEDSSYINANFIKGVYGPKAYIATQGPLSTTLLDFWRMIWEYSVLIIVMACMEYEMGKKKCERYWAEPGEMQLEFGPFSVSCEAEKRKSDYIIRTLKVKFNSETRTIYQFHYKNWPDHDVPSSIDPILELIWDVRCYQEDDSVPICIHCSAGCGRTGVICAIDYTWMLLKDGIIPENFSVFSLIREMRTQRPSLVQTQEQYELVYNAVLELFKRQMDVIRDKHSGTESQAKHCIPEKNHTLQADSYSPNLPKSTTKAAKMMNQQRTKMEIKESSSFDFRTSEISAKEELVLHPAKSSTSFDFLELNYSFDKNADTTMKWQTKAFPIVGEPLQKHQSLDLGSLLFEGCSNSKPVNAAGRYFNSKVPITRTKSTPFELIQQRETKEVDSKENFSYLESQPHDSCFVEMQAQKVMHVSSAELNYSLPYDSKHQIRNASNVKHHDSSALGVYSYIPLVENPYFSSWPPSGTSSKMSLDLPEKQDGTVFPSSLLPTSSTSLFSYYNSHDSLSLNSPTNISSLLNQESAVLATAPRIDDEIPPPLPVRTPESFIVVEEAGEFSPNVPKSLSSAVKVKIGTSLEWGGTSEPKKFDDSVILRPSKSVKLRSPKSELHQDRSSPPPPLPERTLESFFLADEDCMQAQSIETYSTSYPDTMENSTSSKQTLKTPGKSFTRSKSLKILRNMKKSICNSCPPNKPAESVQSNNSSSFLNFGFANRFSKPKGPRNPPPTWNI
PLK1 kinase inh – blocks human PLK1 kinase activity | P53350 | recombinant PLK1 kinase, TR-FRET peptide phosphorylation | inhibition, % at 10 µM | actives 0.53% (n = 97,000);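 active means inhibition of 50% or more in the single-concentration screen; inactive means inhibition below 50%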;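 further: 0% = DMSO max control and 100% = H-89 dihydrochloride min control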
PLK1 PBD inh – Plk1 (human) PBD binding inhibition; inhibition, %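 (tested at about 20 µM)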; Plk1 PBD phosphopeptide binding, fluorescence polarization; actives 0.13% (n = 97,000); in the data active means inhibition above about 34%, passing the limit was not always enough
HIV Rev-RRE inh – disrupts HIV-1 Rev binding to RRE RNA; P05866; Rev peptide-RRE RNA binding, FRET; inhibition, % at 8 µM; actives 0.79% (n = 97,000);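 active means inhibition above the screen-wide mean plus 3 SD, cut at about 35% in these data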;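 further: 0% = median DMSO wells and 100% = median Neomycin B control wells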
Target sequence (P05866 whole entry, looked up): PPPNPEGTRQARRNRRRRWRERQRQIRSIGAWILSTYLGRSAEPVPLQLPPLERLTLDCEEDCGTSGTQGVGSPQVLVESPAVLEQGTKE
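System: Cy5-labelled duplex RRE RNA binding fluorescein-labelled HIV Rev peptide; Signal: fluorescein-to-Cy5 FRET, 480 nm excitation; Also added: labelled Rev peptide; Compound: one concentration, 8 µM nominal; Buffer or medium: HEPES pH 7.5 salt buffer with EDTA; Read-out: % inhibition of FRET ratio versus controls; Schedule: 5 min preincubation and 15 min binding, 25 °C.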
PTK2B oligo ant – Pyk2 (human) oligomerization antagonism; Q14289; Q293 cells, Pyk2 FERM NanoBiT luminescence; hits give low values; z-score (the deposit names both 25 µM and 10 µM); actives 0.83% (n = 99,000); AID 1347419;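 active means Z-score of -3 or lower, scaled per plate to the spread of control and sample wells; inactive means z-score above -3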;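 further: negative z-score means lost luminescence so less FERM oligomerization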
FAK blocker – FAK (human) kinase inhibition | actives 0.84% (n = 97,000) | AID 727 | inhibition, %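 (tested at 7 µM)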 | biochemical FAK kinase activity assay | Q05397; in the data active means inhibition above about 19%;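 further: 0% = DMSO and 100% = reference compound high control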
LYP inh 2 – blocks human PTPN22 phosphatase activity; Q9Y2R2; recombinant LYP catalytic domain, DiFMUP fluorescence; inhibition, % at 2 µM; actives 0.21% (n = 96,000);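 active means inhibition at 2 µM at or above a set limit, the screen mean plus 3 SD, cut at about 24% in these data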;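 further: 0% = DMSO with enzyme and 100% = enzyme fully blocked by orthovanadate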
EphB4 antag – blocks human EphB4 binding to ephrin-B2; P54760; EphB4 LBD / TNYL-RAW-Alexa532 peptide, fluorescence polarization; inhibition, % at 7 µM; actives 0.15% (n = 97,000);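 active means inhibition above the screen-wide mean inhibition plus 3 SD, cut at about 15% in these data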;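 further: 0% = DMSO wells and 100% = excess unlabeled TNYL-RAW peptide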
Active calls of the source: *; · = no result given.

1. N#Cc1nc(-c2cccc3ccccc23)oc1N1CCCCC1
2. CC1CN(C(=O)c2cc3cc(Cl)cc(Cl)c3oc2=O)CC(C)O1 (stereo not given)
3. COc1cccc(NC(=O)COc2ccc(N3CC(C(=O)NCC(C)C)CC3=O)cc2)c1 (stereo not given)
4. Cc1c(N=C2SCC(=O)N2/N=C/c2ccccc2Cl)c(=O)n(-c2ccccc2)n1C
5. CN(C)S(=O)(=O)N1CCN(S(=O)(=O)c2ccccc2)CC1
6. CCCC(=O)Nc1nc2ccc(NC(=O)c3cccnc3)cc2s1
Assay by compound	1	2	3	4	5	6
F-actin modifier	-2	-20	9	1	-28	0
PTPN22 act	2	3	-2	3	-9	-3
PLK1 kinase inh	-2	-15	-9	-3	-3	4
PLK1 PBD inh	21	19	2	13	3	-30
HIV Rev-RRE inh	14	-2	-3	0	7	1
PTK2B oligo ant	0.32	-0.28	0.43	1.5	1.4	-0.82
FAK blocker	4	10	18	-4	7	-4
LYP inh 2	-2	0	3	-4	7	1
EphB4 antag	-5	5	-9	8	12	0

An excerpt from above in order of the LYP inh 2 value, rising.
4. Cc1c(N=C2SCC(=O)N2/N=C/c2ccccc2Cl)c(=O)n(-c2ccccc2)n1C
6. CCCC(=O)Nc1nc2ccc(NC(=O)c3cccnc3)cc2s1
5. CN(C)S(=O)(=O)N1CCN(S(=O)(=O)c2ccccc2)CC1
Assay by compound	4	6	5
F-actin modifier	1	0	-28
PTPN22 act	3	-3	-9
PLK1 kinase inh	-3	4	-3
PLK1 PBD inh	13	-30	3
HIV Rev-RRE inh	0	1	7
PTK2B oligo ant	1.5	-0.82	1.4
FAK blocker	-4	-4	7
LYP inh 2	-4	1	7
EphB4 antag	8	0	12

Back to the main list, starting 4 compounds before the break.
3. COc1cccc(NC(=O)COc2ccc(N3CC(C(=O)NCC(C)C)CC3=O)cc2)c1 (stereo not given)
4. Cc1c(N=C2SCC(=O)N2/N=C/c2ccccc2Cl)c(=O)n(-c2ccccc2)n1C
5. CN(C)S(=O)(=O)N1CCN(S(=O)(=O)c2ccccc2)CC1
6. CCCC(=O)Nc1nc2ccc(NC(=O)c3cccnc3)cc2s1
7. Cc1ccc2cc3c(NC(=O)c4ccco4)nn(CC(C)C)c3nc2c1
8. COc1cccc(NC(=O)N2CCC(C(N)=O)(N3CCCCC3)CC2)c1
9. CC(CCc1ccccc1)NS(=O)(=O)c1ccccc1 (stereo not given)
10. O=C(CC1CCCC1)NCCc1cn2ccccc2n1
11. Cc1nc(N2CCCCC2)c2sc(=S)n(C)c2n1
12. O=C(NCc1ccccc1)c1cc(S(=O)(=O)N2CCC3(CC2)OCCO3)ccc1F
Assay by compound	3	4	5	6	7	8	9	10	11	12
F-actin modifier	9	1	-28	0	31	-13	25	17	0	-8
PTPN22 act	-2	3	-9	-3	-4	3	5	14	-14	-14
PLK1 kinase inh	-9	-3	-3	4	-11	66*	-6	-22	-8	-4
PLK1 PBD inh	2	13	3	-30	-16	-4	15	16	-28	2
HIV Rev-RRE inh	-3	0	7	1	7	5	4	2	10	-2
PTK2B oligo ant	0.43	1.5	1.4	-0.82	0.42	-0.78	0.39	·	·	0.75
FAK blocker	18	-4	7	-4	-1	-1	8	1	5	-3
LYP inh 2	3	-4	7	1	4	-4	0	-14	12	12
EphB4 antag	-9	8	12	0	-1	6	0	-6	-5	-11

13. COC(=O)CNc1nc(OC)nc(N(C)C)n1
14. Cc1ccccc1OCC(=O)NNC(=S)NC(=O)c1ccco1
15. COc1ccc2[nH]cc(C(=O)CN(C)CCc3ccc(OC)c(OC)c3)c2c1
16. CCc1ccc(Nc2ncc3c(n2)CC(c2ccc(OC)cc2)CC3=O)cc1 (stereo not given)
17. O=C(NC1CCCCCC1)c1ccc(N2CCCC2=O)cc1
18. COc1ccc(C2C(C(=O)NCc3cccnc3)c3ccccc3C(=O)N2C)cc1OC (stereo not given)
Assay by compound	13	14	15	16	17	18
F-actin modifier	-35	-6	0	9	-12	-2
PTPN22 act	-2	-3	-4	-12	3	6
PLK1 kinase inh	-7	-8	5	-12	-6	-4
PLK1 PBD inh	21	-6	8	-21	-27	-5
HIV Rev-RRE inh	5	0	8	5	3	2
PTK2B oligo ant	-0.24	0.03	1.7	-0.63	-0.36	0.36
FAK blocker	-1	-5	2	-8	0	2
LYP inh 2	-2	8	-1	14	-6	-6
EphB4 antag	-9	-4	-2	5	-4	-8

19. Cc1[nH]c2ccccc2c1C(=O)CN1CCSCC1
20. CCOC(=O)c1csc(Nc2nc3ccc(F)cc3s2)n1
21. COc1cccc(-c2nnn(CCc3nn[nH]n3)n2)c1
22. CCOC(=O)N1CCN(C(=O)c2ccc(NC(=O)CC)cc2)CC1
23. C=CCN=C1SCC(=O)N1S(=O)(=O)c1ccc(C)cc1
24. CCc1nc(N2CCCC(C)C2)c2oc3ccccc3c2n1 (stereo not given)
Assay by compound	19	20	21	22	23	24
F-actin modifier	19	9	-4	-15	16	3
PTPN22 act	3	18	23	-4	-6	2
PLK1 kinase inh	-8	-9	-11	-4	-9	-9
PLK1 PBD inh	-1	11	-21	-2	5	0
HIV Rev-RRE inh	2	6	3	3	5	14
PTK2B oligo ant	0.55	-0.62	0.27	0.03	-0.53	-0.28
FAK blocker	-5	-5	-1	1	1	10
LYP inh 2	-3	-18	-23	8	1	-3
EphB4 antag	6	0	-5	8	7	0

25. CON/C=C(\C=Nc1ccc(Cl)cc1)c1ncc(C(F)(F)F)cc1Cl
26. COc1cc(/C=C(\C#N)c2nc3ccccc3[nH]2)c([N+](=O)[O-])cc1OCc1ccccc1
27. Nc1ccc2nc(-c3ccc(N)c(Cl)c3)[nH]c2c1
28. COc1ccccc1-c1cc(C2CC2)nc(N)c1C#N
29. Cn1nc(-c2ccc(Cl)cc2)c2cc(C(=O)N3CCN(c4ccccn4)CC3)sc21
30. Cc1ccc(C(=O)COc2cccc(NC(=O)c3ccco3)c2)cc1
Assay by compound	25	26	27	28	29	30
F-actin modifier	-2	-12	46*	-1	-6	-1
PTPN22 act	4	4	7	-3	-5	1
PLK1 kinase inh	3	-8	-7	5	1	-4
PLK1 PBD inh	-12	11	16	4	-9	-28
HIV Rev-RRE inh	14	15	0	3	-6	6
PTK2B oligo ant	1.3	-1.4	-1.2	0.25	·	0.07
FAK blocker	6	5	4	-7	-2	4
LYP inh 2	-2	-5	-6	1	2	3
EphB4 antag	6	-9	7	-3	-6	-6

31. O=C(COc1ccccc1)N1CCN(c2ccc([N+](=O)[O-])c(N3CCCCC3)c2)CC1
32. CC(C)c1ccc(S(=O)(=O)N2CCN(C(=O)c3cccc(F)c3)CC2)cc1
33. Cc1ccc(-n2c(SCC(=O)NCc3ccco3)nc3sc4c(c3c2=O)CC(C)(C)SC4)cc1
34. COc1cccc(-c2csc3nc[nH]c(=O)c23)c1
35. O=C(OCC(=O)N1CCN(C(=O)c2ccco2)CC1)c1ccccc1Cc1ccccc1
36. COc1ccc(Cl)c(Cn2c(NCCCN(C)C)nc3c2c(=O)n(C)c(=O)n3C)c1
Assay by compound	31	32	33	34	35	36
F-actin modifier	-14	8	-13	2	12	·
PTPN22 act	0	-3	-8	-2	1	0
PLK1 kinase inh	-7	-9	-19	61*	-6	-2
PLK1 PBD inh	1	16	-15	-8	-17	4
HIV Rev-RRE inh	11	2	7	8	-1	-3
PTK2B oligo ant	-1.1	-0.39	-0.52	-0.17	-0.18	2.1
FAK blocker	1	0	5	2	-1	1
LYP inh 2	2	0	10	-3	-2	4
EphB4 antag	4	-11	2	-5	-2	3

37. CCOC(=O)CCc1nc2ccccc2[nH]1
38. COc1ccc(Cl)cc1NC(=O)C(=O)N/N=C/c1cc(C)n(-c2ccc(C)cc2)c1C
39. CCOC(=O)N1CCN(CCC(=O)Nc2ccc(OC)cc2)CC1
40. COCC(=O)Nc1nc2ccc(S(C)(=O)=O)cc2s1
41. c1ccc(CC2CCN(c3nnnn3-c3ccccc3)CC2)cc1
42. CCOC(=O)CSc1nnc(CNC(=O)c2cccs2)n1CCc1ccccc1
Assay by compound	37	38	39	40	41	42
F-actin modifier	-10	-13	2	-2	27	27
PTPN22 act	4	10	-7	2	21	2
PLK1 kinase inh	-2	-12	-1	1	0	-12
PLK1 PBD inh	-3	-32	8	11	15	3
HIV Rev-RRE inh	-3	4	1	5	0	5
PTK2B oligo ant	0.22	-0.54	-0.12	0.48	-1.4	0.21
FAK blocker	-4	-1	0	4	3	-1
LYP inh 2	-3	-12	4	-4	-22	-3
EphB4 antag	1	3	-5	1	-3	-1

43. COCCCn1c(C2CCCCC2)nc2oc3cc(OC)ccc3c(=O)c2c1=O
44. C=C(C)c1cccc(C(C)(C)NC(=O)N2CCN(c3ncccn3)CC2)c1
45. O=C(c1ccc(F)cc1)N1CCN(c2ncccn2)CC1
46. CC(=O)c1cccc(NC(=O)NC(C)c2ccncc2)c1 (stereo not given)
47. CCOC(=O)c1ccc(NS(=O)(=O)c2ccc(SC)cc2)cc1
48. CC[C@H](C)[C@H](NC(=O)c1ccc(Cl)cc1)C(=O)OCC(=O)c1ccc2c(c1)NC(=O)CO2
Assay by compound	43	44	45	46	47	48
F-actin modifier	22	-6	13	3	7	-1
PTPN22 act	-2	-13	-4	-1	12	1
PLK1 kinase inh	-13	-4	-5	15	-3	0
PLK1 PBD inh	-9	30	-15	-2	3	-15
HIV Rev-RRE inh	5	6	5	4	9	17
PTK2B oligo ant	-0.1	0.73	-0.04	-0.35	-2.8	0.9
FAK blocker	11	1	1	1	-3	2
LYP inh 2	3	12	2	-6	-13	1
EphB4 antag	3	7	-7	6	-2	1

49. CCc1cc2c(NCC(=O)O)ncnc2s1
50. Cc1cc(C(=O)NCC(=O)OC(C(=O)Nc2cc(C(F)(F)F)ccc2Cl)c2ccccc2)ccc1[N+](=O)[O-] (stereo not given)
51. Cc1cc(Br)cn2ccnc12
52. CC(=O)C1=C(C)NC(SCC(N)=O)=C(C#N)C1c1cccnc1 (stereo not given)
53. CCOc1nc(NC(=O)NS(=O)(=O)Oc2ccccc2Cl)nc(-c2ccccc2)n1
54. Cc1noc(C)c1S(=O)(=O)N1CCC(C(=O)NCCN2CCC(C)CC2)CC1
Assay by compound	49	50	51	52	53	54
F-actin modifier	-11	-9	1	-8	·	10
PTPN22 act	8	4	1	8	16	14
PLK1 kinase inh	-7	-8	-7	-12	3	-10
PLK1 PBD inh	-9	-2	-21	17	-1	1
HIV Rev-RRE inh	5	10	8	4	7	1
PTK2B oligo ant	-0.08	-1.7	-0.01	-0.08	0.27	0.13
FAK blocker	-1	3	3	-4	1	1
LYP inh 2	-9	-4	4	-7	-13	-12
EphB4 antag	-1	4	-4	1	-5	-3

Screens: PubChem BioAssay, several laboratories
